High-throughput results as filed in PubChem BioAssay.
NCI-60 one-dose screen, 48 h, at 10 µM unless noted. Numbers give growth in % (100 = growth as untreated, 0 = no growth, -100 = all killed).
A549/ATCC: A549/ATCC NSCLC; 81,000 tested, 3.7% active; AID 1794740
HOP-92: HOP-92 NSCLC cells. 71,000 tested, 6.3% active. AID 1794738
EKVX: EKVX NSCLC; 71,000 tested, 3% active
M14: M14 melanoma; 80,000 tested, 6.2% active; AID 1794745
HOP-62: HOP-62 NSCLC. 80,000 tested, 3.9% active. AID 1794735
RPMI-8226: RPMI-8226 leukemia cells; 77,000 tested, 7.5% active
CCRF-CEM: CCRF-CEM leukemia; 77,000 tested, 7% active; AID 1794778
MDA-MB-435: MDA-MB-435 melanoma | 82,000 tested, 7.8% active | AID 1794794
An asterisk follows results filed as active; & = joins results of further samples. How the source made its calls: active means growth percent below 10; inactive means the rest.

What do the screens show for `CCCCCOCCCN1C(=O)C2C3C=CC(C3)C2C1=O` (stereo not drawn)?
A549/ATCC: 100; HOP-92: 85; EKVX: 103; M14: 98; HOP-62: 92; RPMI-8226: 101; CCRF-CEM: 100; MDA-MB-435: 105

What do the screens show for `Nc1ccc(N=Nc2ccc(S(=O)(=O)O)cc2)cc1S(=O)(=O)O`?
A549/ATCC: 103&95; HOP-92: 72&91; EKVX: 109&96; M14: 117&94; HOP-62: 101&118; RPMI-8226: 40&87; CCRF-CEM: 47&84; MDA-MB-435: 101&108

How did O=C(/C=C/c1ccccn1)c1ccc(OCc2nnc(-c3ccc(Cl)cc3)o2)cc1 do in these assays?
A549/ATCC: 34; HOP-92: 105; M14: 31; HOP-62: 45; MDA-MB-435: -66*

Results for O=C(CCCN1C(=O)/C(=C/c2ccccc2F)SC1=S)N1CCOCC1 ?
A549/ATCC: 93; HOP-92: 86; EKVX: 89; M14: 78; HOP-62: 119; RPMI-8226: 75; CCRF-CEM: 72; MDA-MB-435: 83

How did C/C(=N/O)c1ccc(NC(=O)CSc2nnc(-c3ccc(-c4nc5ccc(C)cc5[nH]4)cc3)o2)cc1 do in these assays?
A549/ATCC: 107; HOP-92: 122; EKVX: 94; M14: 114; HOP-62: 112; RPMI-8226: 108; CCRF-CEM: 97; MDA-MB-435: 104

How did COc1ccc(CNC2CCCCC2)cc1OC do in these assays?
A549/ATCC: 99; EKVX: 102; M14: 104; HOP-62: 101; RPMI-8226: 110; CCRF-CEM: 100; MDA-MB-435: 111

What do the screens show for `O=C1C2=C(CCCC2)C(=O)c2ccccc21`?
A549/ATCC: 102; HOP-92: 93; M14: 95; RPMI-8226: 85; CCRF-CEM: 67; MDA-MB-435: 103

How did O=C(N/N=C\c1ccc(F)cc1)c1ccc2nc(-c3ccc([N+](=O)[O-])cc3)[nH]c2c1 do in these assays?
A549/ATCC: 112; HOP-92: 100; EKVX: 105; M14: 101; HOP-62: 95; RPMI-8226: 99; CCRF-CEM: 103; MDA-MB-435: 105

Results for COc1ccc(-c2cc(C(=O)N3CCN(C(=O)c4ccccc4NCc4ccc5c(c4)OCO5)CC3)nc3cc(-c4ccccc4)nn23)cc1OC ?
A549/ATCC: 82; EKVX: 107; M14: 102; HOP-62: 102; RPMI-8226: 90; CCRF-CEM: 91; MDA-MB-435: 101

How did C/C(=N\NC(N)=S)c1ccc(Nc2nc(SC(C)C)nc(-c3ccccc3)c2C#N)cc1 do in these assays?
A549/ATCC: 54; HOP-92: -11*; EKVX: 76; M14: 77; HOP-62: 34; RPMI-8226: 72; CCRF-CEM: 76; MDA-MB-435: 83

Among those listed so far, these have an aryl thioether with sulfur outside any ring:
How did C/C(=N/O)c1ccc(NC(=O)CSc2nnc(-c3ccc(-c4nc5ccc(C)cc5[nH]4)cc3)o2)cc1 do in these assays?
A549/ATCC: 107; HOP-92: 122; EKVX: 94; M14: 114; HOP-62: 112; RPMI-8226: 108; CCRF-CEM: 97; MDA-MB-435: 104

How did C/C(=N\NC(N)=S)c1ccc(Nc2nc(SC(C)C)nc(-c3ccccc3)c2C#N)cc1 do in these assays?
A549/ATCC: 54; HOP-92: -11*; EKVX: 76; M14: 77; HOP-62: 34; RPMI-8226: 72; CCRF-CEM: 76; MDA-MB-435: 83

Additional results follow:
How did NNC(=O)C1CC(O)Cc2cc(F)ccc2N1 (stereo not drawn) do in these assays?
A549/ATCC: 84; HOP-92: 92; EKVX: 110; M14: 103; HOP-62: 95; RPMI-8226: 94; CCRF-CEM: 100; MDA-MB-435: 104

What do the screens show for `COC(=O)[C@H](C)NC(=O)[C@@H](OC)[C@@H]1Cc2cc3cc(OC4CC(OC5CC(O)C(O)C(C)O5)C(O)C(C)O4)c(C)c(O)c3c(O)c2C(=O)[C@H]1OC1CC(OC2CC(OC3CC(C)(O)C(O)C(C)O3)C(O)C(C)O2)C(O)C(C)O1` (stereo partly drawn)?
A549/ATCC: 7.0*; HOP-92: 3.1*; EKVX: 22; M14: -24*; HOP-62: 13; RPMI-8226: -5.9*; CCRF-CEM: 14; MDA-MB-435: -39*

How did Cc1cccc(C)c1NC(=O)Nc1cccc(C#N)c1 do in these assays?
A549/ATCC: 91; HOP-92: 104; EKVX: 89; M14: 105; HOP-62: 94; RPMI-8226: 102; CCRF-CEM: 119; MDA-MB-435: 100

How did O=C(Nc1ccccc1)Nc1ccc(Nc2ncnc3sc4c(c23)CCNC4)cc1 do in these assays?
A549/ATCC: 77; HOP-92: 90; EKVX: 110; M14: 84; HOP-62: 65; RPMI-8226: 95; CCRF-CEM: 80; MDA-MB-435: 101

What do the screens show for `N#Cc1c(-c2ccco2)c(C#N)c(=O)n(-c2cccc(C(F)(F)F)c2)c1N`?
A549/ATCC: 93; HOP-92: 85; EKVX: 92; M14: 98; HOP-62: 93; RPMI-8226: 101; CCRF-CEM: 85; MDA-MB-435: 102

How did O=C(O)CCCCCNC(=O)c1nc(-c2ccccc2)n(-c2ccccc2)n1 do in these assays?
A549/ATCC: 84; HOP-92: 95; EKVX: 108; M14: 107; HOP-62: 97; RPMI-8226: 105; CCRF-CEM: 91; MDA-MB-435: 109

Results for O=C(Cn1cc(CN2CCCCCC2)nn1)Nc1ccc2c(ccn2Cc2ccccc2)c1 ?
A549/ATCC: 92; HOP-92: 64; EKVX: 96; M14: 94; HOP-62: 81; RPMI-8226: 64; CCRF-CEM: 1.9*; MDA-MB-435: 97

How did Cc1ccccc1CNC(=O)C1CN(c2ccc(Cl)cc2)N(c2ccc(Cl)cc2)C1=O (stereo not drawn) do in these assays?
A549/ATCC: 64; HOP-92: 97; EKVX: 92; M14: 90; HOP-62: 83; RPMI-8226: 65; CCRF-CEM: 84; MDA-MB-435: 36

Results for O=C(Nc1ccc(-n2cc(-c3ccncc3)c(-c3ccc(O)c(Cl)c3)n2)cc1)c1cc(Cl)cc(Cl)c1 ?
A549/ATCC: 36; HOP-92: 42; EKVX: 57; M14: -40*; HOP-62: 45; RPMI-8226: -19*; CCRF-CEM: 17; MDA-MB-435: 22

What do the screens show for `CS(=O)(=O)Nc1cc(-c2ccc3ncc(C#N)c(NCc4ccccc4F)c3c2)cnc1Cl`?
A549/ATCC: 7.9*; HOP-92: -11*; EKVX: 0.6*; HOP-62: 0.2*; RPMI-8226: -22*; CCRF-CEM: 13; MDA-MB-435: 6.8*

Results for CN(C)c1cccc2c(S(=O)(=O)Nc3cccc(-c4csc(NC(=O)CCCCCN5CCN(c6ccc7c(c6)C(=O)N(C6CCC(=O)NC6=O)C7=O)CC5)n4)c3)cccc12 (stereo not drawn) ?
A549/ATCC: 99; HOP-92: 90; EKVX: 92; M14: 116; HOP-62: 113; RPMI-8226: 80; CCRF-CEM: 99; MDA-MB-435: 108

How did O=[N+]([O-])c1ccc(-c2nc(N(CCO)CCO)c3ccccc3n2)o1 do in these assays?
A549/ATCC: -0.5*; HOP-92: -45*; EKVX: -32*; M14: -90*; HOP-62: -21*; RPMI-8226: 4.3*; CCRF-CEM: 21; MDA-MB-435: -86*

What do the screens show for `COc1cc(CSc2nc3ccc(Cl)cc3c(=O)n2Cc2ccccc2)cc(OC)c1OC`?
A549/ATCC: 42; HOP-92: 71; M14: 35; HOP-62: 38; RPMI-8226: 69; CCRF-CEM: 28; MDA-MB-435: 1.8*

How did Cc1[nH]c(=S)oc1C do in these assays?
A549/ATCC: 97; M14: 105; HOP-62: 101; RPMI-8226: 105; CCRF-CEM: 102; MDA-MB-435: 99

How did COc1nc2c(cc1S(=O)(=O)c1ccccc1)CCc1c-2cnn1C do in these assays?
A549/ATCC: 83; HOP-92: 48; EKVX: 88; M14: 102; HOP-62: 89; RPMI-8226: 82; CCRF-CEM: 107; MDA-MB-435: 98

How did CC[P+](C)(CC)c1ccccc1 do in these assays?
A549/ATCC: 108; HOP-92: 95; M14: 105; HOP-62: 93; RPMI-8226: 95; CCRF-CEM: 101; MDA-MB-435: 96

What do the screens show for `CCN1CCN(c2nc(C)cc(N(CCCNc3ccnc4cc(Cl)ccc34)Cc3ccccn3)n2)CC1`?
A549/ATCC: 64; HOP-92: 50; EKVX: 77; M14: 51; HOP-62: 69; RPMI-8226: 38; CCRF-CEM: 58; MDA-MB-435: 81

Results for C=CCSc1nnc(-c2sc3nc4ccccc4n3c2C)o1 ?
A549/ATCC: 104; HOP-92: 91; EKVX: 92; M14: 108; HOP-62: 117; RPMI-8226: 85; CCRF-CEM: 91; MDA-MB-435: 107

Results for CCCCOc1ccc(S(=O)(=O)N2CCN(c3nc(N4CCOCC4)c4ccccc4n3)CC2)cc1 ?
A549/ATCC: 92; HOP-92: 100; EKVX: 93; M14: 104; HOP-62: 101; RPMI-8226: 98; CCRF-CEM: 92; MDA-MB-435: 104

How did CN(C(=O)CCC(=O)N(C)c1ccccc1)c1ccccc1 do in these assays?
A549/ATCC: 93; HOP-92: 93; EKVX: 99; M14: 94; HOP-62: 103; RPMI-8226: 98; CCRF-CEM: 105; MDA-MB-435: 102

Results for COc1ccc(-c2nc(N/N=C/c3cccc(O)c3)nc(N3CCOCC3)c2C#N)cc1 ?
A549/ATCC: 82; HOP-92: 48; EKVX: 89; M14: 58; HOP-62: 91; RPMI-8226: 32; CCRF-CEM: 26; MDA-MB-435: 98

How did COc1ccc(-c2nnc(-c3ccc4c(c3)nc(-c3ccncc3)n4C3CCCCC3)o2)cc1 do in these assays?
A549/ATCC: 59; HOP-92: 45; EKVX: 64; M14: 70; HOP-62: 68; RPMI-8226: 34; CCRF-CEM: 56; MDA-MB-435: 76

How did c1ccc(C2=Nc3ccccc3N=C(c3ccccc3)c3ccccc32)cc1 do in these assays?
A549/ATCC: 98; HOP-92: 102; M14: 107; HOP-62: 98; RPMI-8226: 96; CCRF-CEM: 108; MDA-MB-435: 122

What do the screens show for `CC(C)[C@@H]1CC[C@@H](C)C[C@H]1OC(=O)c1ccc(N)cc1`?
A549/ATCC: 85; HOP-92: 82; EKVX: 92; M14: 96; HOP-62: 89; RPMI-8226: 67; CCRF-CEM: 38; MDA-MB-435: 103

What do the screens show for `C/C(=C\c1cnc(C)s1)[C@@H]1C[C@@H]2O[C@@H]2CCC[C@H](C)[C@H](O)[C@@H](C)C(=O)C(C)(C)[C@@H](O)CC(=O)O1`?
A549/ATCC: 42; HOP-92: 53; EKVX: 44; M14: 22; HOP-62: 27; RPMI-8226: 23; CCRF-CEM: 31; MDA-MB-435: 4.2*

What do the screens show for `Cc1nc2ccccc2c(/C=C/c2ccccc2)c1C(N)=O`?
A549/ATCC: 109; HOP-92: 108; EKVX: 101; M14: 106; HOP-62: 104; RPMI-8226: 99; CCRF-CEM: 97; MDA-MB-435: 105

How did CS(=O)(=O)c1ncc(-c2ccccc2)cn1 do in these assays?
A549/ATCC: 94; HOP-92: 104; EKVX: 97; HOP-62: 100; RPMI-8226: 108; CCRF-CEM: 87; MDA-MB-435: 95

How did CC(C)C[C@H](NC(=O)CSc1nnc(-c2ccc(NC(=O)c3cccnc3)cc2)o1)C(=O)O do in these assays?
A549/ATCC: 107; HOP-92: 101; EKVX: 102; M14: 101; HOP-62: 109; CCRF-CEM: 102; MDA-MB-435: 103

How did N#Cc1c(-c2ccccc2)cc(-c2ccc(Nc3nc(Nc4ccc(Cl)cc4)nc(Nc4ccc(Cl)cc4)n3)cc2)nc1N do in these assays?
A549/ATCC: 29; HOP-92: -73*; EKVX: 10.0*; M14: 2.0*; HOP-62: 99; RPMI-8226: -45*; CCRF-CEM: 4.1*; MDA-MB-435: -34*

Results for CCC(=O)Oc1cccc(C(OC(=O)CC)OC(=O)CC)c1 ?
A549/ATCC: 87; HOP-92: 118; EKVX: 101; M14: 97; HOP-62: 106; RPMI-8226: 106; CCRF-CEM: 102; MDA-MB-435: 109

How did Nc1nc(-c2ccc(F)cc2)cc(-c2cnn(-c3ccccc3)n2)n1 do in these assays?
A549/ATCC: 95; HOP-92: 94; EKVX: 100; M14: 117; HOP-62: 101; RPMI-8226: 105; CCRF-CEM: 103; MDA-MB-435: 106

What do the screens show for `CCCN1C2CCC1/C(=C\c1ccccc1)C1=C2[C@@H](c2ccccc2)C(C#N)=C(N)O1` (stereo partly drawn)?
A549/ATCC: 100; HOP-92: 92; EKVX: 98; M14: 106; HOP-62: 94; RPMI-8226: 107; CCRF-CEM: 97; MDA-MB-435: 87

Results for N#Cc1c(-c2ccc(Cl)cc2)nc(SC(=O)c2ccc([N+](=O)[O-])cc2)[nH]c1=O ?
A549/ATCC: 104; HOP-92: 107; EKVX: 99; M14: 101; HOP-62: 100; RPMI-8226: 109; CCRF-CEM: 106; MDA-MB-435: 104

Results for COc1ccc2cc(-c3cn(CCCCCc4ccc(/C=C/C(=O)c5cc(Cl)ccc5O)cc4OC)nn3)ccc2c1 ?
A549/ATCC: 99; HOP-92: 106; EKVX: 88; M14: 111; HOP-62: 98; RPMI-8226: 73; MDA-MB-435: 102

How did CC1(c2nc3ccccc3cc2C#N)OCCO1 do in these assays?
A549/ATCC: 104; HOP-92: 120; EKVX: 107; M14: 100; HOP-62: 104; RPMI-8226: 101; CCRF-CEM: 94; MDA-MB-435: 111

Molecules shown so far containing a furan ring, fused or not (2):
What do the screens show for `N#Cc1c(-c2ccco2)c(C#N)c(=O)n(-c2cccc(C(F)(F)F)c2)c1N`?
A549/ATCC: 93; HOP-92: 85; EKVX: 92; M14: 98; HOP-62: 93; RPMI-8226: 101; CCRF-CEM: 85; MDA-MB-435: 102

How did O=[N+]([O-])c1ccc(-c2nc(N(CCO)CCO)c3ccccc3n2)o1 do in these assays?
A549/ATCC: -0.5*; HOP-92: -45*; EKVX: -32*; M14: -90*; HOP-62: -21*; RPMI-8226: 4.3*; CCRF-CEM: 21; MDA-MB-435: -86*
